Screening results: PubChem, National Center for Advancing Translational Sciences (NCATS)
SMN2 splice enh: qHTS Assay for Enhancers of SMN2 Splice Variant Expression; HEK293 SMN2-luciferase splicing reporter, luminescence, 30-36 h; Potency, µM (top dose mostly 46.1 µM), without a hit: at the highest dose activity change, positive = activation, most hits filed as activators; hit rate 2.8% among 210,000; AID 1458, 2008; further: % of control where 0% means no effect; nearly all actives have a fitted effect of over 55% in size
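HEK293 cells carry an SMN2 minigene-luciferase reporter in which exon 7 inclusion puts luciferase in frame. Cells were seeded at 2000 cells/well, attached for 10-12 hours, then exposed to compounds for 30-36 hours at 37C before ONE-Glo luminescence.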
Tau fluor counter: Counterscreen qHTS for Inhibitors of Tau Fibril Formation, Fluorescence Polarization; tau K18 P301L Alexa594 fluorescence, heparin fibrillization; Potency, µM (top dose mostly 57.7 µM), for inactives: top-dose activity change, negative = decrease; hit rate 0.93% among 280,000; further: on the % scale 0 is the no-effect control and ±100 the full control effect; nearly all actives have a fitted effect of over 55% in size
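Human K18 P301L tau (15 uM unlabeled plus 0.24 uM Alexa 594-labeled, final) in 100 mM sodium acetate pH 7 was mixed with compound and 20 uM heparin and incubated 6 hr at 37 C.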
ALDH1A1 block: qHTS Assay for Inhibitors of Aldehyde Dehydrogenase 1 (ALDH1A1) | Aldehyde dehydrogenase 1A1 (Homo sapiens), P00352 | Purified ALDH1A1, NADH fluorescence, propionaldehyde substrate | Potency, µM (highest dose often 75.3 µM), without a hit: at the top dose activity, negative = inhibition, hits mostly inhibitors | hit rate 7.3% among 220,000; active means well fitted inhibition curve with a large enough effect, not every such curve was filed as active; inconclusive means small, poorly fitted or top-dose-only effect, or another doubt; inactive means no such curve, though single readings can be large or run the other way;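 further: plate controls were no enzyme wells and a reference inhibitor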
Target sequence (P00352 whole entry, looked up): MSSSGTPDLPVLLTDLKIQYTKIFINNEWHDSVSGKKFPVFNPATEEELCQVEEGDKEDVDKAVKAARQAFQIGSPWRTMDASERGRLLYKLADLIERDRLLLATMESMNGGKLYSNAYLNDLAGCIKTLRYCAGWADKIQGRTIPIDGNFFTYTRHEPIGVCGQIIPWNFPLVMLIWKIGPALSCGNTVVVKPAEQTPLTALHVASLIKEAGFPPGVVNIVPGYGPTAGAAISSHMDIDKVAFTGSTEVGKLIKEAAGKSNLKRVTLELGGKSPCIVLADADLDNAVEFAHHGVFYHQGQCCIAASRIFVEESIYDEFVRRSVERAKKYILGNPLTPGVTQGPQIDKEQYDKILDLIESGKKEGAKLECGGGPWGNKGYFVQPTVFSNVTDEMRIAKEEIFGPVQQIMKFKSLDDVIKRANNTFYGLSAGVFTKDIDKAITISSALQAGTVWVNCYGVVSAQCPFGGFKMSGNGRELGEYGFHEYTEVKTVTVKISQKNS
HTT cytoprotect: qHTS Multiplex Assay to Identify Dual Action Probes in a Cell Model of Huntington: Cytoprotection (ATP) | PC12 HTT-Q103 induced, cytoprotection, ATP luminescence, 40 h | Potency, µM (doses to about 56.4 µM), inactives show cytoprotection (ATP increase), hits mostly activators | hit rate 0.14% among 230,000 | AID 1471, 2008;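 further: % of control where 0% means no effect; nearly all actives have a fitted effect of over 45% in size; toxic huntingtin expression switched on by the ecdysone agonist tebufenozide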
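Stable PC12 Q103-GFP cells in serum-supplemented, phenol red-free DMEM; induction by tebufenozide at 100 nM final; compound dose series; cell viability quantified luminescently from ATP.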
HTT aggregate: qHTS Multiplex Assay to Identify Dual Action Probes in a Cell Model of Huntington: Aggregate Formation (GFP); Potency, µM (top dose mostly 46.1 µM), without a hit: at the top dose activity change, negative = inhibition, hits mostly inhibitors; PC12 HttQ103-GFP aggregates, Acumen cytometry, 40 h; hit rate 1.1% among 220,000; AID 1688, 2009; further: on the % scale 0 is the no-effect control and ±100 the full control effect; nearly all actives have a fitted effect of over 60% in size
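Compounds (qHTS titration) were added to PC12 cells expressing an ecdysone-driven HTT exon 1 Q103–GFP fusion after induction with 100 nM tebufenozide. Aggregate formation was measured as GFP objects in cell lysates.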
Tau fibril FP: qHTS for Inhibitors of Tau Fibril Formation, Fluorescence Polarization | Microtubule-associated protein tau (Homo sapiens), P10636 | K18 P301L tau heparin fibrillization, Alexa594 FP, 6 h | Potency, µM (doses to about 57.7 µM), for the others: at the top dose activity, negative = inhibition, actives largely listed as inhibitors | hit rate 0.39% among 280,000; further: on the % scale 0 is the no-effect control and ±100 the full control effect; nearly all actives have a fitted effect of over 55% in size
Target sequence (P10636 561-689 P618L limits assumed): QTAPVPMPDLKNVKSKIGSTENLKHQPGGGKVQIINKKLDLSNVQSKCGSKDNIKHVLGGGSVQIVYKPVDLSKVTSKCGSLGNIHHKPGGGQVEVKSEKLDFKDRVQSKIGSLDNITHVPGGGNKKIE
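Human K18 P301L fragment (15 uM unlabeled plus 0.24 uM Alexa 594-labeled) in 100 mM sodium acetate pH 7 with compound, aggregation induced by 20 uM heparin for 6 hr at 37 C. ThT (30 uM) added for 1 hr, then Alexa 594 FP read.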
KDM4E inh: qHTS Assay for Inhibitors of Human Jumonji Domain Containing 2E (JMJD2E) | Lysine-specific demethylase 4E (Homo sapiens), B2RXH2 | JMJD2E catalytic domain, FDH-coupled NADH fluorescence (FDH is formaldehyde dehydrogenase) | Potency, µM (highest dose often 57.1 µM), for inactives: at the highest dose activity change, negative = inhibition, most hits filed as inhibitors | hit rate 1.6% among 230,000 | AID 2147, 2009; active means well fitted inhibition curve with a large enough effect, not every such curve was filed as active; inconclusive means small, poorly fitted or top-dose-only effect, or another doubt; inactive means no such curve, though single readings can be large or run the other way;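 further: 0% = wells with enzyme and -100% = buffer wells without enzyme; nearly all actives have a fitted effect of over 50% in size; many of its hits are not listed in these tables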
Target sequence (B2RXH2 1-337 limits assumed): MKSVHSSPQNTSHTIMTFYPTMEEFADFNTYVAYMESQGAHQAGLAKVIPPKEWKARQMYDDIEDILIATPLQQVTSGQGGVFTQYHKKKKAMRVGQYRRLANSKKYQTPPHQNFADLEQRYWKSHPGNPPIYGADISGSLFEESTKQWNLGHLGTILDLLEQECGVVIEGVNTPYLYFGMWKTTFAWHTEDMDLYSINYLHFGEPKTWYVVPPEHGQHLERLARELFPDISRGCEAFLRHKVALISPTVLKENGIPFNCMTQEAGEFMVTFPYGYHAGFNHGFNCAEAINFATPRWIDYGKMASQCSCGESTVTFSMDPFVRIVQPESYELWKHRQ
Tau ThT inhib: qHTS for Inhibitors of Tau Fibril Formation, Thioflavin T Binding. AID 1460, 2008. Potency, µM (top dose mostly 57.4 µM), inactives show at the highest dose activity, negative = inhibition, hits mostly inhibitors. hit rate 2.1% among 270,000. Microtubule-associated protein tau (Homo sapiens), P10636. recombinant tau K18 P301L (four-repeat tau fragment), heparin-induced fibrillization, ThT fluorescence; further: on the % scale 0 is the no-effect control and ±100 the full control effect; nearly all actives have a fitted effect of over 55% in size
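K18 P301L tau (15 uM + 0.24 uM Alexa 594-tagged), heparin 20 uM, NaOAc pH 7, 6 h 37 C; ThT 30 uM, 1 h RT, ex 450/em 510 nm.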
Starred values were filed as active, the others as inactive; ? = inconclusive; . = not tested or not shown; [ ] = remark or other dose. Unless noted, the call rests on the fitted dose curve; in most records, active means well fitted curve in the direction sought with a large enough effect; inconclusive means small, poorly fitted or top-dose-only effect, or another doubt; inactive means no such curve, though single readings can be large; an effect the other way counts as inactive or inconclusive. Potency means the concentration at half of the fitted maximal effect.

SMILES	SMN2 splice enh	Tau fluor counter	ALDH1A1 block	HTT cytoprotect	HTT aggregate	Tau fibril FP	KDM4E inh	Tau ThT inhib
COc1ccccc1-n1c(C)nnc1SCC(N)=O	-18%	0%	1%	-2%[1.9 µM]	-9%	-4%	3%	-9%
CCCS(=O)(=O)N1CCN(c2ccccn2)CC1	-6%	-7%	5%	-21%	3%	5%	?	-3%
COc1ccc2cc(C3(C)NC(=O)N(CC(=O)NCc4ccco4)C3=O)ccc2c1 (stereo unspecified)	-6%	-3%	3%	-35%	-9%	0%	2%	-8%
COc1cc(C(=O)N2CCN(C(=O)CC(C)C)CC2)cc(OC)c1OC	8%	0%	11%	-8%[10 µM]	9%	6%	9%	-5%
CC(=O)Nc1ccc(S(=O)(=O)N[C@H](C(=O)O)C(C)C)cc1	-1%	0%	10µM*	-4%[10 µM]	15%	5%	3%	-12%
COc1ccc(N2CCN(Cc3nc(-c4ccc(C)cc4)no3)CC2)cc1	-6%	?	.	.	.	3%	.	?
COc1ccccc1CNc1ncnc2ccc(-c3ccccc3CN(C)C)cc12	-18%	-19%	5%	-32%[inhibitor]	.	-13%	-18%	-7%
O=C1/C(=C/c2ccc(N3CCOCC3)o2)SC(=Nc2ccccc2)N1CCc1c[nH]c2ccccc12	-9%	?	?	-115%[inhibitor]	?	?	-4%	14µM*
O=C(c1cc(-c2ccccc2O)on1)N1CCCCC1	20µM*	-23%	.	.	.	-7%	.	-4%
CCOc1ccc(CCNC(=O)c2ccc(N3CCCC3=O)cc2)cc1OCC	-16%	-3%	1%	-23%	-3%	-3%	-1%	-17%
C=CCn1c(SCC(=O)NC2CCCCC2)nnc1C1CCCCC1	-31%[inhibitor]	-6%	3%	1%	9%	0%	1%	-8%
CN(C)C(=O)NC(Nc1cccc([N+](=O)[O-])c1)C(Cl)(Cl)Cl (stereo unspecified)	-7%	-6%	-5%	-8%	?	-5%	9%	-9%
CN(C)S(=O)(=O)N(CC(=O)N1CCN(Cc2ccccc2)CC1)c1ccccc1	.	2%	.	7%[10 µM]	-7%[9.22 µM]	1%	2%	3%
C=CCn1cc(C(=O)NCCCOC)c(=O)c2cc(S(=O)(=O)N(CC)CC)ccc21	-1%	-9%	-9%	-28%[0.074 µM]	9%	9%	-2%	-6%
O=C(/C=C/c1ccc(O)c(O)c1)O[C@@H]1C[C@@](O)(C(=O)O)C[C@H](O)[C@@H]1O	.	-3%	?	-14%[1.9 µM]	.	-5%	?	-5%
COc1ccc(OC)c(/C=N/NC(=O)c2cc(-c3ccc(C)o3)nc3ccccc23)c1	-1%	-14%	?	.	8%	1%	.	5%
CCN(C(=O)CSc1ncnc2sc(C)c(C)c12)C1CCS(=O)(=O)C1 (stereo unspecified)	-52%[inhibitor]	-1%	?	-27%	4%	-5%	-19%	4%
O=C(CN1CCCCC1)Nc1ccc(NC(=O)c2ccccc2Cl)cc1Cl	-26%	-27%	?	.	-21%	-12%	?	-12%
O=C(CCCC(=O)OCC(F)(F)C(F)F)Nc1nccs1	1%	-9%	-2%	-10%	-3%	-1%	1%	-12%
O=C(CCc1nnc(Cc2ccc(-c3ccccc3)cc2)o1)NCCc1ccccn1	.	-19%	?	13%[10 µM]	-9%[9.22 µM]	-12%	1%	-12%
O=C(CSc1nccn1Cc1ccccc1)Nc1nccs1	?	-12%	0%	-1%[0.074 µM]	-2%	-7%	5%	-5%
COc1ccc(C(=O)NNC(=O)Cc2ccc(Cl)cc2)cc1	.	-3%	-4%	27%[10 µM]	28%[9.22 µM]	3%	5%	-3%
O=C(NCc1cccs1)C1CCCN1C(=O)NC1CCCCC1 (stereo unspecified)	1%	-1%	3%	12%	-8%	-4%	2%	1%
O=C1CC(N2CCOCC2)C(=O)N1c1ccccc1Cl (stereo unspecified)	4%	8%	?	5%[10 µM]	11%	-1%	2%	1%
Cc1cc(C)n2nc(C(=O)Nc3nccs3)nc2n1	?	6%	2%	1%	0%	4%	8%	2%
Next section.
SMILES	SMN2 splice enh	Tau fluor counter	ALDH1A1 block	HTT cytoprotect	HTT aggregate	Tau fibril FP	KDM4E inh	Tau ThT inhib
COc1ccc(N(CC(=O)NCCc2cccc(C)c2)S(=O)(=O)c2c(C)noc2C)cc1	-8%	-20%	.	.	.	-4%	.	-10%
CN(C)c1ccc(NC(=O)CN2CCN(CC(=O)Nc3ccc(F)cc3)CC2)cc1	-32%	-8%	?	-1%[10 µM]	-13%	1%	-2%	-21%
O=[N+]([O-])c1ccc(/C=C/c2ccncc2)cc1	.	-19%	.	2%[10 µM]	-10%[9.22 µM]	0%	4%	?
S=C(Nc1ccc(Cl)cc1)NC1CC2CCC(C1)N2Cc1ccccc1 (stereo unspecified)	.	?	6%	-1%[10 µM]	5%[9.22 µM]	?	4%	2%
COc1ccccc1NS(=O)(=O)c1cccc(NC(=O)c2nc3nc(C)cc(C)n3n2)c1	9%	-9%	10%	8%	-5%[9.22 µM]	-5%	-4%	-7%
CS/C(=N\S(=O)(=O)c1cccs1)NC(=O)CSc1nc2ccccc2s1	?	-9%	28µM*	0%	-5%	-3%	-21%	?
Cc1ccc(C(=O)NCc2ccccc2)cc1Br	22%	-1%	?	-5%[10 µM]	-13%	-7%	3%	5%
Cc1cc(NC(=O)CC(F)(F)F)n(-c2ccccc2)n1	7%	8%	20%	.	?	0%	7%	0%
CSc1ccc(CN(C)CC(=O)Nc2ccc(NC(C)=O)cc2)cc1	-14%	-14%	?	4%	-6%	-3%	3%	-6%
CC(=O)c1ccc(-n2nnnc2SCC(=O)N2CCc3ccccc3C2)cc1	-24%	-9%	?	-16%[1.9 µM]	-11%	-6%	-4%	-21%
COc1ccc(C(=O)NCc2nnc(SCC(=O)Nc3cccc(C(F)(F)F)c3)o2)cc1OC	23%	-19%	?	-3%	-11%[9.22 µM]	-11%	9%	-16%
COc1ccc(OC(C)C(=O)Nc2ccccc2C(F)(F)F)cc1 (stereo unspecified)	0%	-16%	8%	5%[10 µM]	-1%	-13%	-2%	-9%
CCNc1nc(Oc2ccc(=O)n(C)n2)nc(N2CCOCC2)n1	28%	1%	6%	2%[10 µM]	24%	-4%	4%	-5%
COc1ccccc1C(=O)Nc1ccc2c(c1)OCO2	18%	-11%	7%	-35%	-5%[9.22 µM]	?	2%	?
COCCn1nnnc1C(c1ccc(Cl)cc1)N1CCSCC1 (stereo unspecified)	-9%	-6%	?	8%	12%	-4%	-7%	-4%
O=C1C(Cl)=C(Nc2ccc(O)cc2)C(=O)c2ccccc21	.	2µM*[quencher]	.	-98%[inhibitor][10 µM]	?	3.5µM*	-2%	2µM*
CC(C)(C)c1nn2cnnc2n(/N=C/c2ccccc2)c1=O	?	1%	7%	30%[10 µM]	13%	4%	-5%	6%
CCOC(=O)Cn1c2ccccc2c2nc(C)sc21	.	-14%	0%	?	?	-5%	-13%	-13%
Nc1cc(=O)[nH]c(SCC(=O)Nc2cccc([N+](=O)[O-])c2)n1	.	-8%	.	16%[10 µM]	-22%[9.22 µM]	-5%	-10%	-5%
CCOC(=O)c1c(NC(=O)COc2ccc(Cl)cc2Cl)sc2c1CCCCC2	14%	1%	.	.	.	0%	.	4%
Cc1ccc(Nc2nnc(SCC(=O)NCCN3C(=O)CSC3=O)s2)cc1C	.	-26%	18µM*	-41%[10 µM]	9%	7%	-5%	?
O=C(N/N=C/c1cc(Br)cc(Br)c1O)c1cccc(S(=O)(=O)N2CCOCC2)c1	.	?	.	20%[10 µM]	-34%[9.22 µM]	-3%	4%	?
CC1CCN(C(=O)c2ccc(NS(C)(=O)=O)cc2)CC1	-8%	6%	?	-2%	-6%	6%	-2%	2%
Cc1ccc(C)c(CN2C(=O)c3ccccc3S(=O)(=O)c3ccc(C(=O)NCCC4=CCCCC4)cc32)c1	7%	-16%	.	.	.	-17%	.	2%
Cc1cccc(NC(=S)NCc2ccc3[nH]c4c(c3c2)CCCC4)c1	?	14µM*[quencher]	-6%	.	?	17%	-3%	?
(continued)
SMILES	SMN2 splice enh	Tau fluor counter	ALDH1A1 block	HTT cytoprotect	HTT aggregate	Tau fibril FP	KDM4E inh	Tau ThT inhib
O=C(Cc1ccc([N+](=O)[O-])cc1)Nc1ccc2c(c1)OCO2	-3%	-7%	10%	-34%[inhibitor]	5%	11%	8%	-3%
Cc1nc(C)c(-c2ccccc2)c(=O)[nH]1	.	-4%	2%	-9%[10 µM]	12%	4%	0%	-10%
CCOC(=O)c1sc2ncn(/N=C/c3ccc(O)cc3)c(=O)c2c1C	-8%	?	20µM*	-7%	7%	?	1%	?
CC(C)(C)C1CC=C2C(C#N)=C(N)C(C#N)(C#N)C(c3cccs3)C2C1 (stereo unspecified)	-34%[inhibitor]	-25%	?	?	6%[9.22 µM]	?	?	?
Cc1nn(-c2ccccn2)c2nc(-c3cccs3)cc(C(=O)N3CCOCC3)c12	-27%	-3%	?	-20%	-11%	1%	?	3%
Cc1ccc(SCC(=O)N2N=CCC2c2ccccc2)cc1 (stereo unspecified)	-3%	-7%	-23%	-21%	10%	1%	-13%	-9%
Cc1ccc(-c2nc3sc(C(N)=O)c(N)c3c3c2CCCC3)cc1	10%	10%	1%	-67%[inhibitor][10 µM]	14%	9%	1%	5%
S=C(NC1CCCCC1)c1ccc2c(c1)OCO2	19%	-10%	?	-45%[inhibitor]	-12%	?	-2%	-13%
CN1CCN(c2nc(Nc3ccccc3)nc(N)c2[N+](=O)[O-])CC1	.	-14%	.	6%[10 µM]	4%[9.22 µM]	1%	3%	?

Only part of the results is shown; rates above refer to the full screens.
